CFTR F508del cor: correctors of CFTR F508del function in bronchial epithelial cells; CFBE cells, YFP halide quenching; stimulated with forskolin plus potentiator P3; % fluorescence drop versus neutral controls; activity (quench increase), % at 7.58 µM; hit rate 0.36% among 350,000;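 active = mean added fluorescence quench of at least 8% versus neutral control, with both replicates also reaching 8%; inconclusive = only one of the mean or replicate conditions met; inactive = mean below 8% and not both replicates reaching 8%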;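 note: cells transiently co-express mutant CFTR-F508del with the halide-sensitive YFP; corrector assay measuring rescue of mutant channel to the surface after 24 h compound exposure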
INS-1E GSIS act: GLuc luminescence reporter in INS-1E cells, primary screen for activators of glucose-dependent secretion of insulin; AID 743287; INS-1E GLuc reporter insulin secretion, 2-3 h; activation, % at 16.6 µM; hit rate 0.61% among 370,000;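 active = lowest replicate activation of at least 40%, so every replicate reaches that level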;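 note: 0% = median of neutral control wells and 100% = median of IBMX positive control wells; some compounds called inactive have numbers as strong as hits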
ERp5 inh: blocks human ERp5 reductase activity on insulin | ERp5 insulin aggregation, absorbance 650 nm, 90 min | hit rate 0.05% among 350,000 | Q15084 | inhibition, % at 9.99 µM;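 active = mean replicate inhibition above about 25%, with every replicate also reaching it, limit read from the data, passing the limit was not always enough; inconclusive = only one of those two criteria met; inactive = neither criterion met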
Target sequence (Q15084 whole entry, looked up): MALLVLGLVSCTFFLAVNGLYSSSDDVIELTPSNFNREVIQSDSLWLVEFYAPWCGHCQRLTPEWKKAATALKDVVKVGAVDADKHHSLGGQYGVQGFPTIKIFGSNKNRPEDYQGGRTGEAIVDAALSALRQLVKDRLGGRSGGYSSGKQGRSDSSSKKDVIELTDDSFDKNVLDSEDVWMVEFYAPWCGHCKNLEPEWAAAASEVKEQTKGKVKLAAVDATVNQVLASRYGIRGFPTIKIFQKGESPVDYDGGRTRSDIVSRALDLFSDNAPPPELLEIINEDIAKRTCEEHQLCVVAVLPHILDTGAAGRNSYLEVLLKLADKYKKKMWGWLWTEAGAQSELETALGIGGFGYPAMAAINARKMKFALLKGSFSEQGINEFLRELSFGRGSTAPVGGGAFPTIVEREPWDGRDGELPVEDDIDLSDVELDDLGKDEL
EWS-Fli inh: inhibitors of EWS/Fli oncoprotein transcriptional activity. A673 NR0B1-luciferase reporter, viability-normalised. inhibition, % at 12.6 µM. AID 651661. hit rate 0.67% among 350,000;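 active = mean inhibition of at least 50% after viability correction, with every replicate also passing that limit; inconclusive = mean reaches 50% but only one of two replicates passes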;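 note: firefly luciferase signal divided by Alamar Blue viability fluorescence both relative to DMSO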
PAX8 inh HTS: lowers PAX8-driven luciferase in RMG-I cells; hit rate 1.2% among 360,000; inhibition, % at 12.6 µM; AID 652154; RMG-I TPO-luciferase reporter, SteadyGlo, 24 h;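 active = mean replicate inhibition at least 60% with every replicate also reaching 60%; inconclusive = only one of the two criteria is met; inactive = mean below 60% and not all replicates reaching 60%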;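 note: luciferase light reporting Pax8 driven TPO promoter activity; plate controls were median of neutral control wells for no effect and mitoxantrone controls for full effect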
ARNT-TACC3 inh: ARNT/TACC3 interaction disruption | Q9Y6A5 | AlphaScreen His-ARNT PAS-B/GST-TACC3 binding, luminescence; TACC3 fragment carries E629A point mutation | inhibition, % at 9.99 µM | hit rate 0.66% among 390,000;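 active = mean inhibition of replicates at least 50% and at least half of replicates each reaching 50%; inconclusive = half or more replicates reach 50% but mean below 50%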;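 note: 0% = complete ARNT plus TACC3 wells and 100% = ARNT alone without TACC3; many hits fall short of the cut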
XiGFP reactiv: reactivates the inactive X chromosome in mouse fibroblasts | XiGFP mouse fibroblasts, % GFP-positive cells imaging, 3 d; cells co-treated with 5-aza-dC sensitizer; scaled so ellipticine positive control = 100% | activation, % at 7.58 µM | hit rate 0.055% among 360,000 | AID 743238;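 active = mean normalized replicate activation at least 10% and every replicate at or above 10%; inconclusive = only one of the two criteria met; inactive = mean below 10% and not all replicates reach 10%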;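 note: 0% = median of on-plate neutral control wells and 100% = ellipticine 6 µM median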
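Schedule: 3 d treatment, 15 min room-temperature fixation; system: 68-5-11 XiGFP fibroblast line; buffer or medium: DMEM plus 5-aza-dC sensitizer; control set: ellipticine 6 µM positive control; compound: one concentration, pinned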
DENV2 CPE rescue: inhibitors of DENV2 cytopathic effect; DENV2-infected cells, cytopathic effect rescue, plate reader; CPE inhibition, % at 9.99 µM; hit rate 1.7% among 350,000; in the data active = CPE inhibition above about 20%, passing the limit was not always enough; inconclusive = no clear call, values can overlap the other calls; tested in BHK-21 cells;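 note: 0% = median of neutral control wells and 100% = median of positive control wells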
* marks the source's active call; other numbers are inactive results; ? = inconclusive; . = no result given.

SMILES	CFTR F508del cor	INS-1E GSIS act	ERp5 inh	EWS-Fli inh	PAX8 inh HTS	ARNT-TACC3 inh	XiGFP reactiv	DENV2 CPE rescue
N#C[C@H]1[C@@H](c2ccc(C#CC3CCCCC3)cc2)[C@@H](CO)N1S(=O)(=O)c1ccccc1	2.0	3	-1	30	79*	9	-0.1	-20
CC(C)NC(=O)N(C)C[C@H]1Oc2ccc(NC(=O)Cn3cnnn3)cc2CC(=O)N([C@H](C)CO)C[C@H]1C	-1.2	21	-6	-5	6	21	0.3	-6
CSC1=N/C(=C/c2cccnc2)C(=O)N1Cc1ccccc1	0.6	-10	3	-6	5	-6	0.0	4
O=C(NCCN1CCOCC1)c1cc(-c2ccccc2Cl)on1	0.6	-8	1	-26	-20	-7	0.0	-4
COc1ccc(CN(C)C[C@H]2OCCCC[C@@H](C)Oc3ccc(NC(=O)NC4CCCCC4)cc3C(=O)N([C@@H](C)CO)C[C@H]2C)cc1	0.8	-2	1	-7	.	3	0.4	8
CCCNC(=O)N1[C@H](CO)[C@@H](c2ccc(-c3ccccc3)cc2)[C@@H]1CNC(C)=O	0.9	0	.	4	-30	-2	0.6	-12
COc1ccc(S(=O)(=O)NCC(=O)O)cc1C(=O)NC1CCCCC1	.	5	.	.	-10	-1	0.2	.
C[C@H]1CN([C@@H](C)CO)C(=O)c2cc(-c3cccc(C#N)c3)cnc2O[C@H]1CN(C)Cc1cccnc1	1.5	4	5	2	-22	22	-0.3	11
Cc1ccccc1S(=O)(=O)N1C[C@@H](O)COC[C@@H]2O[C@H](CC(=O)N3CCN(C)CC3)CC[C@H]21	-2.0	17	2	-1	-15	1	0.4	13
COc1ccc2c(CC(=O)Nc3ccccc3OC)coc2c1	3.1	2	-3	-9	-29	-2	0.1	-4
COc1ccccc1CN1CC(C(=O)NCc2cc(C(C)C)no2)CCC1=O (stereo not drawn)	-1.0	24	0	-12	.	13	0.1	14
COc1ccc(CN(C)C[C@@H]2Oc3ccc(NS(=O)(=O)c4ccc(C)cc4)cc3CC(=O)N([C@H](C)CO)C[C@@H]2C)cc1	0.3	-10	0	-7	4	.	0.0	3
COCC(=O)N1C[C@@H](C)[C@@H](OC)CN(C)C(=O)c2ccc(NC(=O)Nc3ccccc3)cc2OC[C@@H]1C	1.7	-3	3	6	8	3	-0.1	-8
CCOC(=O)C1=C[C@@H](C(C)(C)C)N(S(=O)(=O)c2ccc(C)cc2)[C@H]1c1ccc(C)cc1	1.8	-26	0	20	42	.	0.0	2
O=C(C[C@@H]1C[C@H]2c3cc(NC(=O)C4CCC4)ccc3O[C@H]2[C@@H](CO)O1)NCCc1ccccc1	-0.9	26	1	6	-3	8	0.1	1
COc1cccc(NC(=O)c2sc3nc4n(c(=O)c3c2C)CCC4)c1	0.8	2	4	-104	-124	13	0.0	-2
CS(=O)(=O)Cc1ccc(C(=O)Nc2cccc(-c3nc4ccccc4[nH]3)c2)cc1	-0.6	2	-6	-39	-74	-3	0.0	0
COc1ccc(-c2ccc3c(c2)[C@H]2[C@H](CCN2C(=O)NC2CCCCC2)[C@H](CO)N3C)cc1	1.9	-3	2	-3	14	11	0.0	-21
CCN(CC)C(=O)c1[nH]cnc1C(=O)N[C@@H](C)C(=O)OC(C)(C)C	-1.9	-4	4	-7	23	-2	0.0	-2
CCN(CC)C(=S)NCCc1ccccc1	-1.4	8	-10	-7	2	0	0.1	0
CCO/N=C(\C)c1c(O)c2ccccc2n(C)c1=O	.	-11	.	.	21	0	0.0	.
C[C@@H]1CCCCO[C@@H](CN(C)C(=O)Nc2cccc3ccccc23)[C@@H](C)CN([C@@H](C)CO)C(=O)c2cc(NC(=O)NC3CCCCC3)ccc2O1	-0.9	-2	0	12	30	-4	0.3	7
Cc1ccc(S(=O)(=O)N2CCOCC2)cc1C(=O)NCc1cccs1	-4.6	3	?	-2	-8	1	0.0	2
CS(=O)(=O)N(C(=O)NC(=O)NC12CC3CC(CC(C3)C1)C2)C1CCCCC1	-0.5	0	-1	-2	0	-13	0.0	-3
COc1cccc(N2CCN(C(=O)c3ccc(CSc4nc5ccncc5[nH]4)cc3)CC2)c1	1.7	-12	-1	12	14	7	0.2	9
Cc1cccc(CCNC(=O)C2CCC(=O)N2Cc2ccc(F)cc2)c1 (stereo not drawn)	-3.2	-2	-2	3	.	0	.	-3
O=C(NNS(=O)(=O)c1ccccc1)c1ccc(O)cc1	-0.4	14	-2	-5	27	-3	0.0	-1
Cc1ccc(-n2c(SCCN)nnc2-c2cccc(C)c2)cc1	3.5	-16	-4	-4	6	5	0.3	4
CN(C)c1ccc(/C=C(/C(=O)c2ccc(Cl)cc2Cl)n2cncn2)cc1	.	-17	.	.	8	5	0.1	.
Oc1cccc2cc(Nc3ccccc3)cnc12	10.0*	-11	6	41	94*	.	-0.3	.
Cc1noc(C)c1NC(=O)N(C)C[C@H]1Oc2c(cccc2N(C)C)C(=O)N([C@@H](C)CO)C[C@H]1C	2.2	4	-1	1	-16	-7	1.3	16
COc1ccc([N+](=O)[O-])cc1NC(=O)C(C)N1CCCC1 (stereo not drawn)	-0.7	0	3	-8	3	-2	-0.1	14
OC(c1ccc(Cl)c(Cl)c1)c1ncc(-c2ccc(C(F)(F)F)cc2)[nH]1 (stereo not drawn)	0.5	-29	0	-4	1	.	0.4	-1
COC(=O)Nc1nncs1	0.2	-5	3	2	-1	-1	0.2	5
Cc1ccc(CS(=O)(=O)CCC(=O)NCCc2ccccc2)cc1	-1.5	22	-2	3	-42	-3	0.0	-3
CN1C(=O)c2cc(NC(=O)C3CCOCC3)ccc2OC[C@@H]2O[C@@H](CC(=O)NCc3ccccc3F)CC[C@@H]21	-1.7	-4	.	-2	-4	.	0.0	.
COC(=O)c1[nH]c2cc(OC)ccc2c1N=CN(C)C	0.7	3	3	-4	27	0	0.4	5
O=C1c2ccccc2C(c2nnnn2Cc2ccccc2)N1C1CC1 (stereo not drawn)	-0.9	13	-2	6	-12	.	0.0	7
O=C(CSc1n[nH]c(-c2ccco2)n1)Nc1ccccc1F	1.1	6	0	11	9	-5	-0.1	-7
COc1cccc(NC(=O)c2oc3ccc(S(=O)(=O)N4CCOCC4)cc3c2C)c1	2.0	10	-5	8	-24	-2	0.2	.
CC(C)c1nc(C(=O)N2CCCC(N3CCN(c4cccc(Cl)c4)CC3)C2)cs1 (stereo not drawn)	2.0	.	2	3	.	1	0.3	10
COC(c1ccccc1)c1nnc(CCC(=O)N(C)CCc2ccccc2)o1 (stereo not drawn)	-1.7	-1	1	-4	-7	.	-0.1	.
CC(=O)Nc1cccc(NC(=O)C(=O)Nc2ccc3c(c2)N(C(=O)C2CC2)CCC3)c1	0.9	2	18	-15	-49	.	0.1	-2
Cc1ccccc1NC(=O)Nc1cc(S(N)(=O)=O)ccc1C	2.8	-3	-3	9	.	0	.	4
CO[C@H]1CN(C)C(=O)c2cc(NC(C)=O)ccc2OC[C@@H](C)N(C(=O)c2cccnc2)C[C@@H]1C	1.0	5	5	0	3	-9	0.0	2
COCC(=O)Nc1ccc2c(c1)[C@H]1C[C@H](CC(=O)NC3CCCC3)O[C@H](CO)[C@H]1O2	-1.8	0	3	-3	1	-6	-0.1	-6
CCOC(=O)N/N=C/c1ccc(OCCSc2ccc(Cl)cc2)c(OC)c1	.	-12	.	.	-18	-2	0.0	.
O=C(Nc1nnc(-c2ccco2)o1)C1CC1	-5.2	-5	0	-6	4	.	0.1	3
CN(CC(=O)Nc1ccccc1Br)CC(=O)NC(c1ccccc1)c1ccccc1	2.5	-23	1	7	-2	1	0.3	-2
Cc1cc(OC(C)C(=O)NCCCn2ccnc2)c2c(C)c(C)c(=O)oc2c1 (stereo not drawn)	2.2	.	7	7	7	3	0.0	-2

Next section:
SMILES	CFTR F508del cor	INS-1E GSIS act	ERp5 inh	EWS-Fli inh	PAX8 inh HTS	ARNT-TACC3 inh	XiGFP reactiv	DENV2 CPE rescue
Cc1cccc(NC(=O)N2CCc3ccccc3C2)c1C	-0.5	-5	3	-85	-35	-4	0.1	-6
CCn1cc(C(=O)OCC(=O)N(C)Cc2ccccc2)c(=O)c2ccc(C)nc21	0.5	-31	1	-2	15	7	0.3	.
COCCNC(=S)N/N=C(\C)c1ccc(Cl)c(Cl)c1	0.7	-3	3	26	-9	5	0.0	.
CCCNC(=O)CCc1cc(C(C)(C)C)c(O)c(C(C)(C)C)c1	-3.1	-23	-3	-1	-11	.	0.2	5
COc1ccc2[nH]c(C(=O)N3CCC(n4nccc4NC(=O)C4CC4)CC3)c(C)c2c1	-5.5	-1	12	-2	26	3	0.0	8
COc1ccccc1/C=N/NC(=O)c1cc2c(OC)c(OC)ccc2[nH]1	9.3*	-1	-6	19	19	16	-0.1	8
C[C@@H]1CN([C@H](C)CO)C(=O)Cc2cc(NC(=O)Nc3cccc4ccccc34)ccc2O[C@H]1CN(C)C(=O)Nc1ccc2c(c1)OCO2	-3.3	3	-12	-3	-5	5	0.0	9
CC(C)(C)OC(=O)C[C@@H]1C/C=C\C[C@H](CC(=O)N(CCO)Cc2ccccc2)C(=O)N[C@@H](c2ccccc2)COC1=O	2.3	.	12	9	-3	13	0.0	.
Cc1cc2nnc(SCC(=O)Nc3ccc(Cl)cc3)n2c(N)n1	0.4	13	3	-14	-27	0	0.0	-4
CCCCCCCCC(NC(=O)c1ccc(C#N)cc1)C(=O)NCCC (stereo not drawn)	-2.9	-35	1	5	-13	0	0.0	-3
Cc1ccc2nc(NC(=O)CC3Oc4ccccc4NC3=O)sc2c1 (stereo not drawn)	4.3	7	2	-5	5	-3	0.0	-5
COc1ccc(S(=O)(=O)N2CCN(CC(O)CN3CCOCC3)CC2)cc1 (stereo not drawn)	-0.7	5	-2	-5	-21	4	-0.4	1
Cc1cccc(Nc2c3c(nc4ncnn24)CCC3)c1	0.4	4	1	3	6	.	0.0	.
OC[C@H]1[C@@H](c2ccccc2)C2(CN(Cc3nccs3)C2)N1Cc1cc(F)ccc1F	-0.4	-10	2	-1	.	.	0.0	-6
COc1ccc(NC(=O)Nc2ccc3c(c2)C(=O)N([C@H](C)CO)C[C@H](C)[C@H](CN(C)Cc2ccccc2)OCCCC[C@H](C)O3)cc1	0.3	-17	1	14	19	6	0.0	17
O=C(CSc1nnc(SCc2ccccc2)s1)N/N=C/c1c[nH]c2ccccc12	-0.5	6	3	3	23	-4	-0.1	-1
Cc1[nH]c2ccccc2c1C(=O)CSc1ccccc1	.	-5	.	.	-2	-5	-0.1	.
COCC#Cc1cnc2c(c1)C(=O)N([C@@H](C)CO)C[C@@H](C)[C@@H](CN(C)C(=O)c1cccc(F)c1)O2	3.0	8	12	-2	16	0	-0.8	-8
CC1(C)CC(=O)C2=C(C1)OC(N)=C(C#N)C2C1CC=CCC1 (stereo not drawn)	-5.1	18	3	11	.	-25	.	5
COc1ccc(/C=N/NC(=O)c2c(C)nc3ccc(Br)cn23)cc1OC	10*	-3	3	7	0	-4	-0.1	-3
C[C@@]12CCC=C[C@H]1[C@H](c1ccccc1Br)N(Cc1ccccc1)C2=O	0.0	-27	0	10	-11	6	0.0	2

Screens deposited in PubChem BioAssay by Broad Institute.
